Assay outcomes: PubChem, several laboratories
CAL PDZ FP-1: blocks peptide binding to the human CAL PDZ domain. purified CAL PDZ, TMR-peptide fluorescence polarization, 1 h. inhibition, % at 24.9 µM. 0.92% of 300,000 active. AID 602252. Q9HD26;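 active means mean inhibition of at least 30% with at least half of replicates also reaching 30%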;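 further: 0% = DMSO neutral control and 100% = excess unlabeled competitor peptide PRC23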
DAGLB inh: diacylglycerol lipase beta (human) inhibition | HEK293T DAGLB membrane lysate, EnzChek fluorogenic substrate | inhibition, % at 5.17 µM | Q8NCG7 | AID 504411 | 0.059% of 340,000 active; in the data active means inhibition above about 34%;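 further: 0% = enzyme with vehicle and 100% = wells lacking enzyme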
SR-BI DiI-HDL act: SR-BI HDL lipid transfer activation; CHO ldlA[mSR-BI] cells, DiI-HDL uptake fluorescence, 3 h; 100 = double the neutral-control signal; activation, % at 12.5 µM; 0.096% of 320,000 active; AID 504775;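 active means mean replicate activation of at least 60% and every replicate at or above 60%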;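 further: 0% = median plate neutral-control signal and 100% = twice that signal; values of inactives mirror those of a sister screen read the other way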
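Assay system: CHO ldlA[mSR-BI] cells, LDL receptor-null, SR-BI overexpressing; medium: Ham's F12 with 0.5% BSA, HEPES 25 mM, pH 7.4; also added: DiI-HDL 10 µg/mL; timing: 3 h uptake period with compound, 37 °C; signal: DiI fluorescence, bottom read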
Rtt109 Vps75: blocks Candida albicans Rtt109/Vps75 acetyltransferase activity; Q5AAJ8; purified Rtt109/Vps75, ThioGlo CoA-SH fluorescence, 4 h; inhibition, % at 34.9 µM; 0.16% of 330,000 active; AID 540336;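 active means inhibition of at least 50% in every replicate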
Target sequence (Q5AAJ8 whole entry, looked up): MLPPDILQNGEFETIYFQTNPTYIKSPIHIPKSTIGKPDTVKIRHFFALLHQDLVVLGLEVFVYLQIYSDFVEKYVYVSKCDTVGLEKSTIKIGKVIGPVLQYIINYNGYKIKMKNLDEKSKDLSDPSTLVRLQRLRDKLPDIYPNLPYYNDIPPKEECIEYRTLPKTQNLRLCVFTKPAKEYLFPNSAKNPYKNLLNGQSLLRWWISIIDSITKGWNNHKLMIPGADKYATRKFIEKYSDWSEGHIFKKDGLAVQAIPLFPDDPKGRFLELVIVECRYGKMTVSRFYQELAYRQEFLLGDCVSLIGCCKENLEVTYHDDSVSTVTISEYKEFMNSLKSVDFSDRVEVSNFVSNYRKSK
PKA-R2B activ: PKA-R2B complex activation | P22694+P31323 | PKA-R2B holoenzyme dissociation, Cy5-IP20 fluorescence polarization; R2B truncated from residue 108, S112A mutant; 0% DMSO only, 100% 113 µM cGMP | activation, % at 11.4 µM | 0.079% of 340,000 active;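 active means activation above a cutoff set at the mean over all compounds plus 3 SD, cut at about 18% in these data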;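 further: higher means more holoenzyme dissociation and a rise in polarization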
CAL PDZ FP-2: inhibitors of human CAL PDZ peptide binding | purified CAL PDZ, TMR-peptide fluorescence polarization, 1 h | AID 504414 | 0.02% of 330,000 active | Q9HD26 | inhibition, % at 20 µM;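 active means highest replicate inhibition of at least 40%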;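 further: plate controls were DMSO neutral control wells for no effect and unlabeled competitor peptide control wells for full effect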
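Control set: unlabelled peptide and DMSO controls / Material: purified CerCALP PDZ construct / Timing: 1 h incubation at room temperature before polarization reading / Doses: 20 µM, one dose / Detection: fluorescence polarization (mP)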
Cardiac RTF inh: cardiac RTF calcium desensitization. P19429+P45379. IANBD-labeled cardiac RTF, Ca2+ fluorescence. inhibition, % at 7.15 µM. 0.12% of 340,000 active. AID 493244;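 active means inhibition above the mean inhibition of all tested compounds plus 3 SD, cut at about 17% in these data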;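 further: assay run at fixed EC70 calcium of 1.6 mM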
cardiac RTF act: cardiac RTF calcium sensitization. P19429+P45379. IANBD-labeled TnC RTF fluorescence at EC20 calcium; 0% EC20 calcium, 100% full calcium. activation, % at 7.2 µM. 0.24% of 340,000 active. AID 493008;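 active means activation above the mean over all tested compounds plus 3 SD, cut at about 30% in these data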;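 further: rise in fluorescence read as greater calcium sensitivity of cardiac thin filaments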
C-LANA FP: blocks KSHV LANA C-terminal domain binding to DNA. inhibition, % at 9 µM. AID 504423. 0.078% of 340,000 active. MBP-C-LANA/FAM-LBS DNA binding, fluorescence polarization;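 active means highest replicate inhibition at or above 60% at 9 µM, even if other replicates fall short; inactive means all replicates below 60% inhibition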;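 further: 0% = neutral control wells and 100% = 4 µM acridine orange control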
Keap1 Nrf2 FP: inhibitors of human Keap1-Nrf2 protein-protein interaction; Keap1 Kelch-Nrf2 peptide fluorescence polarization, 1536-well; inhibition, % at 9.4 µM; 0.15% of 340,000 active; AID 504523; in the data active means inhibition above about 12%;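 further: human Keap1 Kelch domain with fluorescein labeled Nrf2 9mer peptide probe; 0% = neutral control wells and 100% = peptide positive control; higher means more block of Keap1 binding to Nrf2 peptide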
Target sequence (Q14145 whole entry, looked up, the tested form may be a part): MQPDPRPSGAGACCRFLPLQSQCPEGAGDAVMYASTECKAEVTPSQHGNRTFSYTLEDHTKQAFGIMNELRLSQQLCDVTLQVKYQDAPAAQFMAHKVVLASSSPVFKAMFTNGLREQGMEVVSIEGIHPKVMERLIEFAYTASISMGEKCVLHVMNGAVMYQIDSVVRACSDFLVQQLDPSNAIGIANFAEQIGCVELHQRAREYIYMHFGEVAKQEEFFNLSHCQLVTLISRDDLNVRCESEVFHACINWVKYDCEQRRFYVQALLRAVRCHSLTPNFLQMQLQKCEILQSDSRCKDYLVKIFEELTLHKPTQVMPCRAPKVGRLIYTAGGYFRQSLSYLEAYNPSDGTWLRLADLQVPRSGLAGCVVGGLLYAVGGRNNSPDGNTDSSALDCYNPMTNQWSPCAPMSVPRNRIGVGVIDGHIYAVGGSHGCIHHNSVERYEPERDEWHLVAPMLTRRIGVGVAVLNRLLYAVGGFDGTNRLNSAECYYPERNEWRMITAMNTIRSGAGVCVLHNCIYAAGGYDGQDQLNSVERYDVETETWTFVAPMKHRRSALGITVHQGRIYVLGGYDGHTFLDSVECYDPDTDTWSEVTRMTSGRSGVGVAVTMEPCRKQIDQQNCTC
Active calls of the source: *; · = not tested or not shown.

SMILES	CAL PDZ FP-1	DAGLB inh	SR-BI DiI-HDL act	Rtt109 Vps75	PKA-R2B activ	CAL PDZ FP-2	Cardiac RTF inh	cardiac RTF act	C-LANA FP	Keap1 Nrf2 FP
CC(C)(C)NC(=O)Cn1c(-c2nonc2N)nc2ccccc21	12	1	-1	-7	-13	0.4	-7	-4	-1.2	1
Cc1cccc(OCc2ccccc2)n1	-3	-6	2	3	-1	-0.2	-9	-2	-0.3	-3
COc1ccc(Cn2c(=O)[nH]c3cc(C(=O)N4CCN(c5ccc(C(C)=O)cc5)CC4)ccc3c2=O)cc1	-1	-1	10	-3	4	-0.8	-7	-2	-0.2	1
O=C(CNC(=O)c1ccco1)OCc1ccc(C(=O)Oc2ccccc2)cc1	-8	-4	0	-7	-2	·	-1	6	-0.6	-1
CCCCc1c(O)nc(SCC(=O)N2CCOCC2)[nH]c1=O	·	-1	17	-68	-6	-0.1	-1	-4	0.9	1
CCOC(=O)c1[nH]c(C)c(C(=O)Nc2ccc(C)c(Cl)c2)c1C	2	-4	-58	-3	-7	0.8	3	-5	-0.7	-2
O=C(C1CCC1)N1CCc2cc(S(=O)(=O)NCc3ccccn3)ccc21	-2	2	-11	2	-7	-2.2	-11	10	-0.6	-6
Cc1cc(OCCCC(=O)NCCN2C(=O)S/C(=C\c3cccnc3)C2=O)ccc1Cl	3	-1	-32	17	-11	-1.9	-28	-2	0.3	-1
CCCN(CC(=O)Nc1ccccc1C)C(=O)c1ccc(N2CCCCCC2)c([N+](=O)[O-])c1	-4	5	-68	7	0	-1.8	-1	-1	0.9	-5
CCc1noc(C)c1C(=O)NNC(=O)c1ccccc1Cl	-2	0	24	4	0	-0.3	3	1	-2.1	-3
C[C@H]1[C@H]2c3nc4ccccc4n3C[C@H]1ON2C1CCCCC1	-2	1	4	-17	-1	-1.0	-12	-5	-2.0	-2
CCOC(=O)c1ccc(NC(=O)CCNS(=O)(=O)c2ccc3c(c2)oc(=O)n3C)cc1	-1	-1	21	-1	-5	-0.7	0	-7	-0.1	0
Nc1ncnc2c1ncn2C1O[C@H](CO)[C@@H](O)[C@@H]1O (some centres undefined)	-2	1	21	-7	3	-0.2	-2	0	0.4	-2
COC(=O)c1ccc(C(C(=O)NC2CCCCC2)N(C(=O)Cc2cccs2)C2CC2)cc1 (centres undefined)	1	-1	4	-4	-1	-0.8	-1	1	-1.2	-2
CNC(=O)c1ccc(Nc2nnc(-c3ccc(C)c(S(=O)(=O)NCC4CCCO4)c3)c3ccccc23)cc1 (centres undefined)	-20	0	-26	4	-19	-11	-6	5	-1.1	-1
CC(C)(C)C(=O)Nc1c2c(nn1-c1ccccc1)CSC2	3	1	7	5	-2	-1.5	-7	1	-0.2	2
CN(C)c1ccc(/C=N/NC(=O)CSc2ccccn2)cc1	1	1	-8	10	5	-1.7	-11	0	1.9	3
Cc1cc(C(=O)COC(=O)C23CC4CC(CC(O)(C4)C2)C3)c(C)n1-c1c(C)n(C)n(-c2ccccc2)c1=O	-6	1	13	4	0	-0.2	-4	1	1.6	-2
COc1ccc(Br)cc1CNc1ccc(O)cc1	-4	6	·	8	-4	-1.4	-3	-4	-1.0	3
COc1ccc(-n2c(C)cc(C(=O)CCl)c2C)cc1	3	4	-4	10	-6	-0.2	-13	-1	0.7	0
CCCCC(c1nnnn1CCOC)N1CCN(CC)CC1 (centres undefined)	-2	1	8	-5	-10	-0.8	3	-3	-1.2	-2
N#CCCN1CCn2c1nc1ccccc12	-3	0	16	-1	-2	-1.6	1	-2	0.6	-3
CCN1C(=O)[C@H]2[C@@H](c3ccc(-c4cccc(Cl)c4)cc3)N[C@@](CC(C)C)(C(=O)OC)[C@H]2C1=O	1	-5	-23	5	-14	-0.2	2	-1	2.1	-3
C=CCOc1nc2c(c(=O)n(C)c(=O)n2C)n1Cc1ccccc1Cl	-3	-3	-7	0	-7	-2.5	-12	0	-1.2	-1
Cc1ccc(Nc2ncc3c(n2)CC(c2ccco2)CC3=O)c(C)c1 (centres undefined)	-3	-5	-29	18	-7	-1.6	-1	6	1.5	1
O=C(N/N=C/c1cccnc1)c1ccc(Cn2cc([N+](=O)[O-])cn2)o1	-5	-3	-6	·	-18	-3.7	-2	4	-0.6	-9
ClC1CCCCC1n1nnc2ccccc21 (centres undefined)	-4	-1	·	-10	7	1.4	-10	-1	-0.3	1
N#CC(=C(O)CN1CCN(c2ccccc2F)CC1)c1nc(-c2ccccc2)cs1	0	12	11	3	-5	-0.6	7	-1	-0.3	-4
COc1ccc(-c2nnc(C)c3nocc23)cc1	1	2	-18	·	6	-3.1	-10	-1	-1.0	-4
CCC(C)[C@H](NC(=O)[C@@H]1Cc2ccccc2CN1)C(=O)Nc1ccc2c(c1)OCO2 (some centres undefined)	2	-1	-15	8	-1	-0.3	-7	-3	0.5	5
Cc1nn(Cc2ccccc2)c(Cl)c1C(=O)NCCc1ccc(Cl)cc1	-3	-2	-29	-10	-8	-1.7	-17	-7	0.8	2
CC(NC1CCN(Cc2ccccc2)CC1)c1ccc(F)cc1 (centres undefined)	1	-1	-2	-2	6	·	-7	-1	-1.7	4
COc1ccc(/C=C2\Sc3ccc(C(=O)NCCN4CCCCCC4)cc3N(C)C2=O)cc1	-4	3	-42	-9	-3	-5.3	2	-5	-4.9	1
CC1(NS(=O)(=O)c2ccc(Cl)s2)CCS(=O)(=O)C1 (centres undefined)	·	0	-5	10	4	1.4	2	-9	-0.4	-3
Cc1ccc2nc(-c3cccnc3)cc(C(=O)Nc3ccccc3[N+](=O)[O-])c2c1	0	0	-21	-11	4	-2.1	-2	-1	-0.5	-6
Cc1ccccc1N(CC(=O)NC1CCCC1)C(=O)c1csnn1	-3	0	20	39	5	-0.7	5	1	-1.2	-1
CCc1ccc(CN2C(=O)c3ccccc3C2C(=O)NC(C)CC)cc1 (centres undefined)	7	-1	3	-5	-15	·	3	7	0.1	5
Cc1ccc(C(=O)Nc2ccc3c(c2)OCCO3)o1	2	0	-16	17	-2	-0.3	-2	-1	0.1	4
CC(=O)Nc1ccc(NC(=S)NC(=O)c2ccc([N+](=O)[O-])c(C)c2)cc1	-1	1	7	-3	0	-2.2	1	5	2.0	-4
O=C(Cc1ccccc1)N1CCN(c2ccccc2F)CC1	·	-3	2	1	7	1.3	-11	3	5.7	-4
CNC(=O)NC(=O)CSc1nc2sccc2c(=O)n1-c1ccccc1	5	0	·	6	-7	-1.5	12	1	0.8	0
CC(C)=C1SC(N2CCN(c3ccc(Cl)cc3)CC2)=NC1=O	-4	1	12	-6	-11	-0.1	-7	8	0.9	2
O=C1c2ccccc2S(=O)(=O)c2cc(C(=O)N3CCCC3)ccc21	-1	2	-9	0	-14	0.9	-1	-4	-1.9	-2
CCCCNC(=O)NS(=O)(=O)c1ccc(NC(=O)C(NC(N)=O)C(C)CC)cc1 (centres undefined)	0	-2	17	15	2	0.2	-5	-2	-1.6	-3
CCOc1ccc(C(C)(C)C)cc1S(=O)(=O)Nc1ccncc1	2	2	-4	-7	-5	-1.1	-10	-7	-0.4	0
Cc1ccc(NC(=O)c2cc(S(=O)(=O)N3CCC4(CC3)OCCO4)ccc2F)cc1	-1	-4	·	-9	3	-0.7	-9	2	0.3	-2
CCCNCCC(c1ccco1)c1ccccc1OC (centres undefined)	-4	-1	4	1	17	-0.8	-10	-3	-0.7	-2
COc1ccc(CNC(=O)C2CCN(S(=O)(=O)c3ccc(-c4nn[nH]n4)cc3)CC2)cc1	3	-3	6	-4	-4	-0.1	4	-5	-1.0	4
N#Cc1nc(Cc2cccc3ccccc23)oc1N1CCC(C(N)=O)CC1	-4	-1	·	-2	9	-1.2	-19	7	0.7	0
COc1ccc(-c2ccc(=O)n(CC(=O)Nc3cccc(O)c3)n2)cc1OC	-3	-2	6	8	2	-1.1	-9	4	-1.2	0
Cc1ccc(NC(=O)CN(C)CC(=O)Nc2ccc(N3CCOCC3)cc2)c([N+](=O)[O-])c1	-2	-2	-35	-5	10	-0.2	1	-4	3.5	-1
O=C(c1cccs1)N1CCN=C1SCc1ccc(F)cc1	0	-1	·	4	-6	-1.1	1	3	0.8	-1
CCCc1c(O)nc(SCC(=O)O)[nH]c1=O	-6	0	16	-21	0	0.3	3	1	-0.5	-2
CCNC(=S)NS(=O)(=O)c1ccccc1	0	-1	13	-4	2	0.4	2	-2	0.5	-4

Structures from the list above with a Cl atom, in the order listed:
SMILES	CAL PDZ FP-1	DAGLB inh	SR-BI DiI-HDL act	Rtt109 Vps75	PKA-R2B activ	CAL PDZ FP-2	Cardiac RTF inh	cardiac RTF act	C-LANA FP	Keap1 Nrf2 FP
CCOC(=O)c1[nH]c(C)c(C(=O)Nc2ccc(C)c(Cl)c2)c1C	2	-4	-58	-3	-7	0.8	3	-5	-0.7	-2
Cc1cc(OCCCC(=O)NCCN2C(=O)S/C(=C\c3cccnc3)C2=O)ccc1Cl	3	-1	-32	17	-11	-1.9	-28	-2	0.3	-1
CCc1noc(C)c1C(=O)NNC(=O)c1ccccc1Cl	-2	0	24	4	0	-0.3	3	1	-2.1	-3
COc1ccc(-n2c(C)cc(C(=O)CCl)c2C)cc1	3	4	-4	10	-6	-0.2	-13	-1	0.7	0
CCN1C(=O)[C@H]2[C@@H](c3ccc(-c4cccc(Cl)c4)cc3)N[C@@](CC(C)C)(C(=O)OC)[C@H]2C1=O	1	-5	-23	5	-14	-0.2	2	-1	2.1	-3
C=CCOc1nc2c(c(=O)n(C)c(=O)n2C)n1Cc1ccccc1Cl	-3	-3	-7	0	-7	-2.5	-12	0	-1.2	-1
ClC1CCCCC1n1nnc2ccccc21 (centres undefined)	-4	-1	·	-10	7	1.4	-10	-1	-0.3	1
Cc1nn(Cc2ccccc2)c(Cl)c1C(=O)NCCc1ccc(Cl)cc1	-3	-2	-29	-10	-8	-1.7	-17	-7	0.8	2
CC1(NS(=O)(=O)c2ccc(Cl)s2)CCS(=O)(=O)C1 (centres undefined)	·	0	-5	10	4	1.4	2	-9	-0.4	-3
CC(C)=C1SC(N2CCN(c3ccc(Cl)cc3)CC2)=NC1=O	-4	1	12	-6	-11	-0.1	-7	8	0.9	2
